# Screening results (PubChem)
# CBFb RUNX1 block = qHTS Assay for Compounds Blocking the Interaction Between CBF-beta and RUNX1 for the Treatment of Acute Myeloid Leukemia; Runt-related transcription factor 1 (Homo sapiens) + Core-binding factor subunit beta …; AlphaScreen CBFb-His/RUNX1-biotin binding, biochemical; Potency, µM (titrated, usually from 59.8 µM), for the others: at the highest dose activity, negative = inhibition, hits mostly inhibitors; 230,000 tested, under 10 active; also: % of control where 0% means no effect
#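 Inhibition was taken as any reduction in AlphaScreen signal from the CBF-beta–RUNX1 pair (His and biotin tags, 30 nM each), measured after compound (15 min) and bead (90 min) incubations at room temperature.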
# NPSR antag = qHTS Assay for Antagonists of the Neuropeptide S Receptor: cAMP Signal Transduction; Q6W5P4; Potency, µM (doses to about 38.3 µM), without a hit: at the highest dose activity change, negative = inhibition, most hits filed as inhibitors; CHO-NPSR cells, cAMP TR-FRET, antagonist mode; 1% of 220,000 active; also: potency is read from the fitted curve at half-maximal effect; % is scaled to controls: 0 for no effect and ±100 for the full control effect; nearly all actives have a fitted effect of over 50% in size; many of its hits are not listed in these tables
# L3MBTL1 inh = qHTS Assay for the Inhibitors of L3MBTL1 | AlphaScreen L3MBTL1–H3K9me1 peptide binding | Potency, µM (doses to about 57.1 µM), for the others: at the highest dose activity, negative = inhibition, actives largely listed as inhibitors | 0.66% of 230,000 active; also: potency is read from the fitted curve at half-maximal effect; % is scaled to controls: 0 for no effect and ±100 for the full control effect; nearly all actives have a fitted effect of over 60% in size
# Target sequence (Q9Y468 whole entry, looked up): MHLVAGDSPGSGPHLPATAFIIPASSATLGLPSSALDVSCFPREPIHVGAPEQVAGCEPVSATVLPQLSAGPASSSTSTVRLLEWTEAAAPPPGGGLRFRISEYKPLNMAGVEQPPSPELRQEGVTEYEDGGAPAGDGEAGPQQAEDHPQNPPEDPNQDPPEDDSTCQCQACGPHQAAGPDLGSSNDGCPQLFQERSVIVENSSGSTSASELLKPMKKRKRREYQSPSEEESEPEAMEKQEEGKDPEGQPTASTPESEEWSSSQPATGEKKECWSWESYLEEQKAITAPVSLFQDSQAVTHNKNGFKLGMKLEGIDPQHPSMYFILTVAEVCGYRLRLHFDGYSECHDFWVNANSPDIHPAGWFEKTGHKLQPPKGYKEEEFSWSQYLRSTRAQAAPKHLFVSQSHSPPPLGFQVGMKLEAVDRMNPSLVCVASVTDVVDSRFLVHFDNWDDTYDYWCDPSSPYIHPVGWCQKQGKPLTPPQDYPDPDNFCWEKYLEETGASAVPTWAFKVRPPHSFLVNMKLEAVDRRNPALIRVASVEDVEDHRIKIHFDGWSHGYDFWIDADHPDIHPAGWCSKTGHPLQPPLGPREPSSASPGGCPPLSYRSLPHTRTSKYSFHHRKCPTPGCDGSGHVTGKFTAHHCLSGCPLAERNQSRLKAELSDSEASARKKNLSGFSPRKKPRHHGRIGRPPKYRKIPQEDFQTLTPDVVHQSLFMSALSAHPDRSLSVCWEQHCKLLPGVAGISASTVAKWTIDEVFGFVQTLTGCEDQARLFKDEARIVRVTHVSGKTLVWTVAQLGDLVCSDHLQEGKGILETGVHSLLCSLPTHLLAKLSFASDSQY
#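 AlphaScreen proximity signal between nickel-chelate acceptor and streptavidin donor beads (final 10 ug/mL) reports binding of 50 nM L3MBTL1 to 75 nM biotin-H3 K9me1 peptide; complex incubated with compounds 30 min at room temperature; cefsulodin titration as control.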
# Luc counter = Counterscreen for Luciferase (Kinase-Glo TM) Inhibition | 0.28% of 200,000 active | Potency, µM (highest dose often 38.3 µM), without a hit: at the highest dose activity change, negative = inhibition, most hits filed as inhibitors | Kinase-Glo luciferase, ATP luminescence, 8 min | Luciferin 4-monooxygenase (Photuris pensylvanica), Q27757 | AID 1379, 2008; also: potency is read from the fitted curve at half-maximal effect; % is scaled to controls: 0 for no effect and ±100 for the full control effect; nearly all actives have a fitted effect of over 60% in size
#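 Substrate mix (final 50 mM imidazole pH 7.2, 50 mM KCl, 7 mM MgCl2, 10 uM ATP, 0.01% Tween 20, 0.05% BSA) plus pin-tool compound, then Kinase-Glo detection mix; 8 min ambient, luminescence read.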
# IMPase Li cell = qHTS Assay for Identifying the Cell-Membrane Permeable IMPase Inhibitors: Potentiation with Lithium | CHO-M1 cells, IP1 TR-FRET (IP-One), carbachol + lithium | Potency, µM (doses to about 59.4 µM), for the others: at the top dose activity, negative = IMPase inhibition, hits mostly inhibitors | 0.35% of 210,000 active;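 also: IP1 builds up when IMPase is blocked and the TR-FRET signal falls; potency is read from the fitted curve at half-maximal effect; plate controls were basal vehicle for no effect and high inhibitor control for full effect; nearly all actives have a fitted effect of over 50% in size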
#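 CHO cells stably expressing M1 receptor (2000/well) were cultured 16–30 h, then exposed to compounds with a small lithium addition for 30 min at 37C. IP1 was measured by TR-FRET competition; AC50 from Hill fits.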
# HttQ103 aggreg = qHTS Multiplex Assay to Identify Dual Action Probes in a Cell Model of Huntington: Aggregate Formation (GFP); 1.1% of 220,000 active; Potency, µM (highest dose often 46.1 µM), for inactives: top-dose activity change, negative = inhibition, usual class: inhibitors; PC12 HttQ103-GFP aggregates, Acumen cytometry, 40 h; also: potency is read from the fitted curve at half-maximal effect; % is scaled to controls: 0 for no effect and ±100 for the full control effect; nearly all actives have a fitted effect of over 60% in size
#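 Using laser scanning cytometry, GFP-positive aggregates were counted after lysis of PC12 cells induced with 100 nM tebufenozide to express HTT exon 1 Q103–GFP. Compounds were tested in titration.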
# Epigenetic derep = Quantitative High-Throughput Screen for Regulators of Epigenetic Control; murine LDR cells, GFP reporter derepression, 30 h; Potency, µM (series often up to 53.9 µM), for inactives: top-dose GFP activation, usual class: activators; 0.2% of 280,000 active; also: potency is read from the fitted curve at half-maximal effect; % of control where 0% means no effect; nearly all actives have a fitted effect of over 60% in size
#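 Readout is the number of GFP-expressing murine LDR cells, counted by cytometry following washing. Cells were treated with compound for 30 h at 37 C; the stably integrated CMV-GFP locus is normally silent.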
# Numbers without * were called inactive; ? = inconclusive; . = no result given; & = joins results of further samples; [ ] = another dose, or the depositor's remark. Calls follow the shape of the dose curve; as a rule, active = well fitted curve in the direction sought with a large enough effect; inconclusive = small, poorly fitted or top-dose-only effect, or another doubt; inactive = no such curve, though single readings can be large; an effect the other way counts as inactive or inconclusive. An excerpt (hit frequency here may not be typical).
structure	Epigenetic derep	NPSR antag	Luc counter	IMPase Li cell	CBFb RUNX1 block	L3MBTL1 inh	HttQ103 aggreg
C=CCN(C(=O)CNC(=O)c1ccco1)C(C(=O)NC1CCCCC1)c1ccc(OC)cc1 (stereo unspecified)	-1.2%	-22%[46.1 µM]	1%	1%	6%	7%	9%
Cc1ccc2nc(SCC(=O)Nc3ccc4c(c3)CCC4)[nH]c2c1	-3.8%	-20%	0%	16%	0%	-12%	-5%
O=S(=O)(c1ccc(Br)s1)N1CCCCC1	-1.8%	-12%[46.1 µM]	1%	19%[38.3 µM]	8%	11%	-14%
CCNc1cc(Cl)nc(SC)n1	0.0%	-3%[46.1 µM]	-4%	20%[38.3 µM]	-1%	3%	-21%
CCCCC(=O)N1CCCC(c2nc(-c3cccc(OC)c3)no2)C1 (stereo unspecified)	0.0%	14%	-6%	16%	18%	1%	6%[9.22 µM]
CN(C)CCCn1c(=S)[nH]c2ccccc2c1=O	1.1%	0%	5%	8%	12%	-16%	25%
CCc1cc(C(=O)NNC(=S)NCC2CCCO2)cs1 (stereo unspecified)	1.6%	1%[46.1 µM]	-3%	7%[38.3 µM]	8%	-8%	-5%
COc1cc(C2Oc3ccccc3C=C2[N+](=O)[O-])cc(OC)c1OC (stereo unspecified)	-2.9%	?	.	.	-4%	.	-10%[9.22 µM]

# Some of these compounds in order of number of heavy atoms, smallest number first.
structure	Epigenetic derep	NPSR antag	Luc counter	IMPase Li cell	CBFb RUNX1 block	L3MBTL1 inh	HttQ103 aggreg
O=S(=O)(c1ccc(Br)s1)N1CCCCC1	-1.8%	-12%[46.1 µM]	1%	19%[38.3 µM]	8%	11%	-14%
Cc1ccc2nc(SCC(=O)Nc3ccc4c(c3)CCC4)[nH]c2c1	-3.8%	-20%	0%	16%	0%	-12%	-5%
COc1cc(C2Oc3ccccc3C=C2[N+](=O)[O-])cc(OC)c1OC (stereo unspecified)	-2.9%	?	.	.	-4%	.	-10%[9.22 µM]

# Other compounds.
structure	Epigenetic derep	NPSR antag	Luc counter	IMPase Li cell	CBFb RUNX1 block	L3MBTL1 inh	HttQ103 aggreg
Cc1cc(NC(=O)CSc2nc(C(C)C)nc3ccccc23)no1	-0.9%	-15%[46.1 µM]	10%	13µM*	15%	26%	7%
CC(=O)OCC(=O)[C@@]12OC3(CCCC3)O[C@@H]1C[C@H]1[C@@H]3CCC4=CC(=O)C=C[C@]4(C)[C@@]3(F)[C@@H](O)C[C@@]12C	1.6%	4µM*	3%	9%	-3%	-1%	-20%
CC1CCN(c2cc(N3CCN(C(=O)c4ccc(F)c(F)c4)CC3)c([N+](=O)[O-])cc2F)CC1	-3.2%	-56%	0%	6%	-24%	-21%	-16%
O=[N+]([O-])c1ccccc1/C=C/C=N/n1c(-c2ccco2)n[nH]c1=S	0.9%	-34%	4%	1%	3%	-17%[2.29 µM]	?
Cc1cc(NC(=O)c2ccccc2)ncc1NC(=O)c1ccco1	-1.1%	-25%[46.1 µM]	2.2µM*	-2%	1%	1%	14%
CCOc1ccccc1C(=O)NC(C(=O)Nc1cccnc1)C(C)C (stereo unspecified)	-1.4%	1%	0%	5%	-11%	7%	-4%
Cn1c(=O)n(C)c2cc(NS(=O)(=O)c3ccc(Cl)s3)ccc21	-6.1%	-8%	-2%	-5%	2%	.	-27%
COC(=O)C1(C(F)(F)F)N=C2Sc3ccccc3N2C(N2CCOCC2)=N1 (stereo unspecified)	0.8%	-10%[46.1 µM]	7%	29%[38.3 µM]	12%	-5%	-6%
CC(C)CCNC(=O)CCC(=O)NNc1nc2ccccc2c2nc(-c3ccccc3)nn12	4.4%&-0.9%	6%	-1%	1%	3%	8%	-21%
C[C@H](N)CCP(=O)(O)O	-0.8%	.	.	-9%	2%	.	.
O=C(NC(=S)NCC1CCCO1)C(c1ccccc1)c1ccccc1 (stereo unspecified)	2.8%	2%	-3%	9%	1%	12%	-11%
Cc1ccc(OCCN2CCN(c3ncnc4sc(C)c(C)c34)CC2)cc1	0.8%	-17%[46.1 µM]	-1%	47%[activator][38.3 µM]	-10%	.	2.5µM*
CC(=O)N1CCN(c2ccnc3cc(Cl)ccc23)CC1	-5.6%	-3%	.	.	20%	.	-24%[9.22 µM]
COc1ccc2cc(CN(C(=O)Nc3ccccc3)C3CCCC3)c(=O)[nH]c2c1	1.7%	-16%[46.1 µM]	-3%	-5%[38.3 µM]	4%	-5%	-20%
CC(=O)Nc1ccc(S(=O)(=O)NC(C)C(=O)NCCc2ccc(F)cc2)cc1 (stereo unspecified)	-3.0%	17%	7%	-4%	2%	1%	11%
CC(=O)Cc1nsc(NC(=O)c2cc(-c3cccc(C(F)(F)F)c3)oc2C)n1	0.0%	6%[46.1 µM]	2%	22%[38.3 µM]	7%	-1%[11.4 µM]	?
COc1ccc(OCC(N)=O)cc1	3.9%	-20%	-2%	-1%	13%	9%	12%
COCCCNC(=O)CN1C(=O)c2ccccc2C1=O	-0.7%	4%[46.1 µM]	12%	-1%[38.3 µM]	4%	-3%	-3%
CC1CN(CCc2ccccc2)c2nc3c(c(=O)[nH]c(=O)n3C)n2C1 (stereo unspecified)	0.7%	2%[46.1 µM]	-1%	5%[38.3 µM]	-2%	-7%	-1%
O=C1NC2CCc3nc4ccccc4c(=O)n3C2=Nc2ccccc21 (stereo unspecified)	-2.9%	-18%	.	0%	11%	8%	8%[9.22 µM]
COCCC1CCCCN1Cc1cn(-c2ccccc2)nc1-c1ccc2c(c1)OCO2 (stereo unspecified)	-1.7%	5%	1%	20%	3%	5%	-2%[9.22 µM]
Cc1cc(=S)c2cccc(C)c2[nH]1	3.2%	34%	-5%	?	0%	-5%	7%[9.22 µM]
O=S(=O)(c1ccc(Cl)cc1)c1ccccn1	-1.6%	-18%[46.1 µM]	-1%	-9%[38.3 µM]	4%	-1%	2%
CC1(C)CC(=O)C(=CN2CCN(C(=O)c3ccco3)CC2)C(=O)C1	-4.0%	-7%[46.1 µM]	13%	-8%[38.3 µM]	7%	0%	12%
COc1c(Cl)cc(Cl)cc1C(=O)n1nc(C)cc1C	0.0%	-14%[46.1 µM]	1%	5%	-2%	15%	3%
O=C(CN1N=C(c2ccccc2)CCC1=O)NCc1ccco1	1.3%	27%[46.1 µM]	1%	-7%	-3%	-7%	12%
CCOc1ccc(C(=O)CCN2CCCCCC2)cc1	-0.5%	-8%[46.1 µM]	-3%	3%[38.3 µM]	-2%	3%	?
Cn1nc(C(F)(F)F)c(C(=O)Nc2ccc(F)cc2F)c1Cl	9.5%	-4%	4%	8%	?	1%	-5%
COc1ccc(/C=C(/C(=O)NCc2ccccc2)c2ccccc2)cc1	0.0%	-43%	-1%	14%	-12%	6%	27%
COc1ccc(Cl)cc1-c1nc(-c2ccc(NC(=O)c3cccs3)cc2)no1	17%	-8%	-5%	7%	1%	2%	3%
CCN(CC)C(=O)c1cccc2c1C(=O)c1ccccc1-2	-1.0%	8%	3%	8%	-1%	16%[11.4 µM]	-6%
CCOC(=O)CSc1nc2cc(C(=O)N3CCC(C(N)=O)CC3)ccc2c(=O)n1-c1ccccc1	-2.0%	13%[46.1 µM]	-1%	3%[38.3 µM]	9%	-6%	2.8µM*
Nc1c(N=Nc2cccc(Cl)c2)c(=O)[nH]n1-c1ccccc1	-1.6%	-15%[46.1 µM]	-1%	4%[38.3 µM]	-21%	-17%	-4%
CCCc1oc2c(c(=O)c1CC)C(=O)CC(C)(C)C2	-4.6%	-12%[46.1 µM]	4%	4%	17%	3%	2%
Oc1ccc2ccccc2c1C=NC12CN3CCN(CN(C3)C1)C2	0.0%	0%[46.1 µM]	-4%	3%[38.3 µM]	-26%	-10%	?
COc1cccc(N2C(=O)C3C(C2=O)C2C=CC3C23CC3)c1 (stereo unspecified)	-0.9%	13%[46.1 µM]	0%	-4%	5%	2%	-7%
NC(=O)NCc1ccccc1	-2.1%&-3.0%	-32%	-1%	-7%&0%	8%&12%	15%	2%[9.22 µM]
CC1CCc2sc(C(=O)OCC(=O)NCc3ccccc3)cc2C1 (stereo unspecified)	1.7%	2%[46.1 µM]	.	.	-1%	4%	-5%
CNC(=O)Nc1cccc(-c2ccnc(C)n2)c1	1.4%	-4%[7.67 µM]	.	.	5%	9%	-8%[9.22 µM]
O=C(Cn1c(C(F)(F)F)nc2ccccc21)NCCCN1CCOCC1	-0.3%	-24%[46.1 µM]	3%	8%	8%	9%	-3%
O=C(O)CC(NC(=O)C(F)(F)F)c1ccc2c(c1)OCO2 (stereo unspecified)	-9.3%	17%	1%	-3%	-6%	-3%	5%[9.22 µM]
C/C(CC(=O)Nc1ccc(Cl)cc1Cl)=N\NC(N)=S	9.2%	-2%[46.1 µM]	3%	5%[38.3 µM]	-14%	-4%	-15%
CC(C)C(=O)N1CCN(c2ccc(NC(=O)c3ccc4c(c3)OCCO4)cc2)CC1	2.1%	-11%	-3%	-1%	-21%	10%	0%[9.22 µM]
O=S(=O)(NCC(Nc1ccc(Cl)cc1)c1ccccc1)c1ccccc1 (stereo unspecified)	?	-48%	1%	9%	-27%	-14%	0%
Cc1ccc(NC(=O)Cn2nnc3ccccc3c2=O)cc1C	-1.2%	-3%	-2%	0%	16%	.	31%
Cc1cc(C(=O)OCC(=O)N2CC(C)CC(C)C2)c(C)o1 (stereo unspecified)	-0.2%	0%[46.1 µM]	1%	6%[38.3 µM]	5%	-1%	-2%
CCN1CCN(C(=O)CCN2C(=O)COc3ccc(C)cc32)CC1	3.4%	-1%[46.1 µM]	4%	-19%[38.3 µM]	1%	4%	6%
O=C(Nc1ccc(Cl)c(C(F)(F)F)c1)c1ccco1	-2.1%	?	-1%	18%[38.3 µM]	9%	-1%[11.4 µM]	?
O=C(Cc1cccs1)Nc1nnc(SCc2ccc(F)cc2)s1	-1.0%	9%	4%	0%	1%	-4%	-14%
Cc1cc(C)n2nc3nc4c(cc3c2n1)CCCC4	-0.3%	-1%[46.1 µM]	-14%	-5%[38.3 µM]	4%	5%	29%
COc1ccc(NC(=O)C2C3C=CC(C3)C2C(=O)NCc2ccco2)c(OC)c1 (stereo unspecified)	2.6%	-15%[46.1 µM]	-5%	15%	-3%	-5%	-1%
